Screens (PubChem BioAssay)
EphB4 ephrin blk: EphB4-ephrin-B2 interaction antagonism; hit rate 0.15% among 97,000; inhibition, % at 7 µM; EphB4 LBD / TNYL-RAW-Alexa532 peptide, fluorescence polarization; AID 720; P54760;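 active means inhibition above the screen-wide mean inhibition plus 3 SD, cut at about 15% in these data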;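 further: 0% = DMSO wells and 100% = excess unlabeled TNYL-RAW peptide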
PLK1 inh: blocks human PLK1 kinase activity; AID 619; hit rate 0.53% among 97,000; P53350; inhibition, % at 10 µM; recombinant PLK1 kinase, TR-FRET peptide phosphorylation;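 active means inhibition of 50% or more in the single-concentration screen; inactive means inhibition below 50%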;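 further: 0% = DMSO max control and 100% = H-89 dihydrochloride min control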
PLK1 PBD inh: inhibitors of human Plk1 polo box domain binding | P53350 | inhibition, %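 (tested at about 20 µM)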 | Plk1 PBD phosphopeptide binding, fluorescence polarization | hit rate 0.13% among 97,000; in the data active means inhibition above about 34%, passing the limit was not always enough
S1P2 ag: agonists of human S1P2 receptor; O95136; S1P2-expressing cell line, agonist reporter read-out; activation, % at 4.5 µM; hit rate 0.46% among 97,000; AID 729; in the data active means activation above about 16%;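 further: 0% = vehicle low control and 100% = maximal reference agonist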
Target sequence (O95136 whole entry, looked up): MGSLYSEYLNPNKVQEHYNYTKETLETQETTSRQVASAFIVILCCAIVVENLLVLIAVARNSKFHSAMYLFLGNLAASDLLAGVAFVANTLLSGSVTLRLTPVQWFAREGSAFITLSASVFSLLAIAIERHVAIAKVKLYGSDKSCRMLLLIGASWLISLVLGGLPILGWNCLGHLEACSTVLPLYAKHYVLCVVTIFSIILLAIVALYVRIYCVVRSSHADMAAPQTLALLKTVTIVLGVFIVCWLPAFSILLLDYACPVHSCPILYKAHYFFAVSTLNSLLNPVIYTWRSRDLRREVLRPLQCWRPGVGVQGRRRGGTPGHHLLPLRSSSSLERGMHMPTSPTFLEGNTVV
FAK inh: FAK (human) kinase inhibition; Q05397; biochemical FAK kinase activity assay; inhibition, %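 (tested at 7 µM)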; hit rate 0.84% among 97,000; in the data active means inhibition above about 19%;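 further: 0% = DMSO and 100% = reference compound high control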
PLAP activator: human PLAP activation; hit rate 1.2% among 96,000; P05187; activation fold at 20 µM; purified PLAP enzyme, luminescent substrate read-out; stronger effect = higher value; in the data active means activation fold above about 2
Target sequence (P05187 whole entry, looked up): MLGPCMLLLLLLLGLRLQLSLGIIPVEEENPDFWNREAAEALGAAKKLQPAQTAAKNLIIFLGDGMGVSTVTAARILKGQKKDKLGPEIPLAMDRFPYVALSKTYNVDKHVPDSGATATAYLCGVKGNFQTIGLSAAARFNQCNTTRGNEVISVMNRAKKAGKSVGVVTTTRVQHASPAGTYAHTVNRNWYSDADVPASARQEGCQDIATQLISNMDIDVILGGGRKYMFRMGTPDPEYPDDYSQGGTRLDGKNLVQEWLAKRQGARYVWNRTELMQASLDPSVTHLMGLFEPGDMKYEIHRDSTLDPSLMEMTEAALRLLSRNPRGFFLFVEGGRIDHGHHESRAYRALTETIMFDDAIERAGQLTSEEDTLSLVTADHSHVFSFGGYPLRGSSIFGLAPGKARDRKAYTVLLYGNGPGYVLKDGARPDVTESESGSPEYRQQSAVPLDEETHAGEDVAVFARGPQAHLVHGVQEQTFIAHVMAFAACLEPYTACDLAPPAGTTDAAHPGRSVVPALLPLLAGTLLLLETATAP
MT1-MMP txn act: activates MT1-MMP transcription; HT1080 MT1-MMP promoter luciferase reporter, luminescence, overnight; stronger effect = higher value; activation factor at 10 µM; hit rate 0.16% among 86,000; AID 750;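 active means activation factor of at least 2 for MT1-MMP transcription at 10 µM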
S1P2 antag: blocks the human S1P2 receptor. cell-based S1P2 antagonist assay, inhibition at 5 uM. inhibition, % at 5 µM. hit rate 0.21% among 97,000. AID 736; in the data active means inhibition above about 45%;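 further: CRE beta-lactamase reporter cells expressing human S1P2 stimulated with S1P; 0% = agonist at EC80 alone and 100% = agonist plus reference antagonist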
Rev-RRE block: disrupts HIV-1 Rev binding to RRE RNA; inhibition, % at 8 µM; AID 704; hit rate 0.79% among 97,000; Rev peptide-RRE RNA binding, FRET;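 active means inhibition above the screen-wide mean plus 3 SD, cut at about 35% in these data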;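 further: 0% = median DMSO wells and 100% = median Neomycin B control wells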
Target sequence (P05866 whole entry, looked up): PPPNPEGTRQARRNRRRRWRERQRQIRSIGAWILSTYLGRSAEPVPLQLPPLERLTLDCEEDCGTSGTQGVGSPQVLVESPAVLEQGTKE
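Assay system: Rev peptide and RRE RNA, both fluorescently labelled; times: 5 min preincubation and 15 min binding, 25 °C; detection: FRET, ex 480 nm, em 540 and 671 nm; read-out basis: % inhibition from 671/540 nm acceptor-to-donor ratio, scaled between controls; benchmarks: DMSO low control, neomycin B high control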
The depositor's hits bear a star; · = no result given.

#1 COc1cc(/C=N\N=C2/SC(CC(=O)O)C(=O)N2c2ccc(O)cc2)ccc1O (stereo unspecified)
#2 O=C(NC1CCCCC1)c1cccnc1C(=O)O
#3 COc1ccc(C(=O)CSc2nnc(CNC(=O)c3ccc(OC)c(OC)c3)n2C)cc1
#4 Cc1ccc(C(=O)NC(=S)Nc2cc(C(F)(F)F)ccc2Cl)cc1
#5 Cc1ccc(S(=O)(=O)NC(CC(=O)n2nc(C)cc2C)c2ccccc2)cc1 (stereo unspecified)
#6 CC(C)OC(=O)c1c(NS(=O)(=O)c2ccccc2)sc2c1CCCC2
#7 CN1CCN(S(=O)(=O)c2ccc3[nH]cc(C(=O)O)c(=O)c3c2)CC1
#8 Cc1cccc(C)c1NC(=O)CCCN1CC(C)OC(C)C1 (stereo unspecified)
Assay by compound	1	2	3	4	5	6	7	8
EphB4 ephrin blk	-1	1	-3	1	-3	-9	7	4
PLK1 inh	-17	-12	-15	-6	-11	-4	3	-2
PLK1 PBD inh	-8	1	-39	-29	-28	16	-7	-19
S1P2 ag	-3	-2	-7	-3	0	-10	-4	-6
FAK inh	0	2	0	1	0	-3	4	0
PLAP activator	1	1	0.9	1	1.1	·	1.1	1
MT1-MMP txn act	·	1.2	1	·	·	1.1	1.1	1.1
S1P2 antag	17	11	9	20	-11	-29	2	-2
Rev-RRE block	-3	4	7	6	11	-1	4	11

#9 CN(C)S(=O)(=O)c1cccc(NC(=O)c2cc3ccccc3o2)c1
#10 O=C(O)Cn1cccc1C(=O)c1ccccc1
#11 N=c1c2c(-c3ccccc3)c(-c3ccccc3)n(Cc3ccccc3)c2ncn1CCCO
#12 CNCCOCC(O)CSc1ccccc1 (stereo unspecified)
#13 COC(=O)/C=c1/s/c(=C(/C#N)C(=O)N2CCOCC2)n(-c2ccccc2)c1=O
#14 CC(C)c1c(O)nc(SCC(=O)N2CCOCC2)[nH]c1=O
#15 Cc1ccccc1OCc1nnc(SCC(=O)N2CCc3ccccc32)n1C
#16 COC(=O)CNC(=O)Cn1ccc2ccccc2c1=O
Assay by compound	9	10	11	12	13	14	15	16
EphB4 ephrin blk	2	1	0	-3	-3	2	-4	-1
PLK1 inh	-9	-5	-4	-15	-22	-11	-7	-1
PLK1 PBD inh	7	2	-14	-5	-26	3	-14	1
S1P2 ag	-3	-6	1	-1	-1	0	1	-7
FAK inh	1	-2	2	0	0	-1	-1	-5
PLAP activator	0.9	·	1.6	0.8	1.1	0.9	·	1
MT1-MMP txn act	·	1.1	1.2	1.2	1.1	1	1	1.2
S1P2 antag	-19	-12	-13	0	-17	-10	6	13
Rev-RRE block	-3	2	3	7	-3	9	11	3

#17 CCn1cc(C2=NOC(C(=O)Nc3cc(OC)c(Cl)cc3OC)C2)c(C)n1 (stereo unspecified)
#18 CCCC(CCC)C(=O)NCCN1CCOCC1
#19 COC(=O)CCS(=O)(=O)c1ccc(Cl)c(Cl)c1
#20 Nc1c(S(=O)(=O)c2cccs2)c2nc3ccccc3nc2n1Cc1ccccc1
#21 CC(=O)Oc1ccc2oc(/C=C/N(C)C)c([N+](=O)[O-])c2c1
#22 O=[N+]([O-])c1ccc(Oc2ccc(F)cc2Br)c2ccncc12
#23 Cn1c(COc2ccc(Cl)cc2)nc2ccccc2c1=O
#24 COCCCNC(CC(=O)Nc1ccccc1C(=O)OC)C(=O)O (stereo unspecified)
Assay by compound	17	18	19	20	21	22	23	24
EphB4 ephrin blk	-3	7	2	-4	1	4	-8	0
PLK1 inh	-11	-14	1	-9	-55	-7	-5	-10
PLK1 PBD inh	3	14	-21	10	5	-2	13	0
S1P2 ag	-4	-6	-2	-1	-6	-12	-6	-2
FAK inh	2	-4	1	1	-1	19*	10	-1
PLAP activator	1.1	0.9	1.4	0.9	0.6	1.1	0.9	·
MT1-MMP txn act	1.2	1.2	1	1	1.3	1.2	1.3	1
S1P2 antag	1	20	-20	-15	-6	3	-17	15
Rev-RRE block	5	9	6	16	19	16	12	8

#25 COc1ccc(NC(=O)c2cccc(NC(=O)C3C4CC5OC(=O)C3C5C4)c2)c(OC)c1 (stereo unspecified)
#26 O=C(N/N=C/c1ccc2cccc(OCc3ccccc3)c2n1)c1ccc(Cl)cc1
#27 COc1cccc(/C=N/NC(=O)C(=O)N2CCCC2)c1O
#28 COCCNC(=O)COc1ccc(Br)cc1Cl
#29 COc1cccc(-c2nn(C)c3sc(C(=O)NCc4ccc5c(c4)OCO5)cc23)c1
#30 Cc1c(Cl)cccc1NC(=O)CCC(=O)NNC(=O)c1ccco1
#31 Cc1occc1C(=O)Nc1cccc2ccccc12
#32 c1ccc(-c2csc(Nc3nc(N4CCOCC4)nc(N4CCOCC4)n3)n2)cc1
Assay by compound	25	26	27	28	29	30	31	32
EphB4 ephrin blk	5	-1	-3	2	3	0	-1	3
PLK1 inh	-10	-18	-7	-7	4	-7	0	-16
PLK1 PBD inh	12	7	-15	-11	-37	11	17	-1
S1P2 ag	-7	-5	-1	1	-3	-4	-1	3
FAK inh	-1	-3	0	-1	1	4	9	-2
PLAP activator	0.9	1.1	1.9	1	2.2*	1.7	·	1.2
MT1-MMP txn act	1.1	·	·	1.3	1.1	·	0.8	·
S1P2 antag	0	8	-9	-13	13	11	0	3
Rev-RRE block	5	7	3	-3	4	8	-2	-4

#33 COc1ccc(C=O)cc1COc1ccc(F)cc1F
#34 COC(=O)c1sc(NC(=O)c2ccc(Cn3cc(Cl)cn3)o2)c(C#N)c1C
#35 O=C(OCc1c(F)cccc1Cl)c1cnccn1
#36 O=C(Nc1cnn(C23CC4CC(CC(C4)C2)C3)c1)c1cc(-c2ccccc2)on1
#37 Cc1ccc(S/C(=N\S(=O)(=O)c2ccc(Cl)cc2)c2ccccc2)cc1
#38 COc1cc(OC)c2c(C)cc(=O)oc2c1
#39 Cc1ccc(S(=O)(=O)N2CCN(C(=O)CSc3nnnn3C)C2)cc1
#40 CCOC(=O)N1CCN(C(=O)c2oc3ccc(S(=O)(=O)N4CCCCC4)cc3c2C)CC1
Assay by compound	33	34	35	36	37	38	39	40
EphB4 ephrin blk	2	7	5	4	-9	5	2	6
PLK1 inh	-14	-19	2	-9	-5	-8	-3	-10
PLK1 PBD inh	1	-13	-24	18	-29	18	11	-16
S1P2 ag	-6	-1	-7	-6	-3	-4	-2	-11
FAK inh	3	5	0	2	-6	5	0	8
PLAP activator	0.9	1.4	1	1.2	1.1	1	0.9	1.4
MT1-MMP txn act	·	1.1	1	1	1.1	1	1.1	0.9
S1P2 antag	-38	-2	32	-4	-10	6	6	10
Rev-RRE block	7	13	11	4	2	5	6	7

#41 CCN(CC)c1ccc(C2C(C(=O)OCCOC)=C(C)NC3=C2C(=O)CC(C)(C)C3)cc1 (stereo unspecified)
#42 COc1cc(C(c2nnnn2C(C)(C)C)N2CCN(c3nc4ccccc4s3)CC2)ccc1O (stereo unspecified)
#43 C/C(Cl)=C/Cn1c(SCCN2CCOCC2)nc2c1c(=O)[nH]c(=O)n2C
#44 CC(C)[C@H](NC(N)=O)C(=O)Nc1ccc2c(c1)CCC2
#45 CC(=O)Nc1ccc(NC(=O)CCC(=O)NCCO)cc1
#46 N#C/C=C(/N)N1CCN(c2ccc(Cl)c(Cl)c2)CC1
#47 CCn1c(SCC(=O)c2ccc(Cl)cc2)nnc1C(C)C
#48 Cc1cc(O)cc(O)c1-c1onc(C(F)(F)F)c1-c1cscn1
Assay by compound	41	42	43	44	45	46	47	48
EphB4 ephrin blk	-7	-4	-2	2	1	4	-5	6
PLK1 inh	-9	-8	-11	-8	-6	5	5	58*
PLK1 PBD inh	-10	2	29	-10	2	18	-32	15
S1P2 ag	-3	-7	-2	-3	-8	-7	-6	-6
FAK inh	1	3	0	-2	4	0	0	4
PLAP activator	1.4	1.6	1.1	0.9	1.1	0.9	0.9	1
MT1-MMP txn act	1	1.3	1.1	·	1.1	·	1.4	1
S1P2 antag	-12	3	-4	1	28	7	12	23
Rev-RRE block	-1	1	-4	5	9	4	-1	5

#49 Cc1cc(C)cc(N2C(=O)CC(N3CCOCC3)C2=O)c1 (stereo unspecified)
#50 CCOC(=O)c1ccccc1NC(=O)CSc1nnnn1C
#51 O=C(NCCCc1ccccc1)c1cnc2n(c1=O)CCS2
#52 Cc1ccc(NC(=O)/C(=C/c2cccc([N+](=O)[O-])c2)NC(=O)C2CCCCC2)c(C)c1
#53 O=C(CN1C(=O)NC2(CCCCCCC2)C1=O)N1CCN(C(=O)c2ccco2)CC1
#54 NC(=O)CSc1nnc(-c2ccoc2)o1
#55 COc1cc2[nH]c(=O)n(CCCCCC(=O)N3CCN(c4ccccn4)CC3)c(=O)c2cc1OC
#56 CN(Cc1ccccc1)C(=O)CCCn1c(=O)[nH]c2cc(Cl)ccc2c1=O
Assay by compound	49	50	51	52	53	54	55	56
EphB4 ephrin blk	2	0	-2	6	-2	-7	-2	0
PLK1 inh	-4	-10	-12	-8	0	-8	-15	1
PLK1 PBD inh	-4	1	9	6	8	-13	-19	-14
S1P2 ag	-3	-4	-4	-5	1	-10	-5	-3
FAK inh	0	0	-1	3	-2	-3	-2	-2
PLAP activator	0.9	·	1.2	1.2	1	0.8	1.8	1.1
MT1-MMP txn act	1.1	1.3	1.5	1	1.1	1.3	1	·
S1P2 antag	2	-1	-19	18	-5	-2	-13	-6
Rev-RRE block	4	10	4	10	2	1	5	-3

#57 OC(CNc1ccccc1)COc1ccc(OCC(O)CNc2ccccc2)cc1 (stereo unspecified)
#58 CCOC(=O)c1cc(C)n(Cc2ccc(OCC)c(OC)c2)c1C
#59 c1ccc(-c2nccc(-c3ccc(-n4cnc5ccccc54)cc3)n2)nc1
#60 O=C(Nc1nc2ccccc2n1CCOc1ccccc1)c1ccco1
#61 CN(Cc1cnn(C)c1)C(=O)c1cc2ccccc2oc1=O
#62 CCN(CC)C(=O)CSc1nc2c(sc(=S)n2CC)c(=O)n1-c1ccccc1
#63 COCON1C(=O)CN(C(C)=O)C1c1ccc(Cl)cc1Cl (stereo unspecified)
#64 Cc1n[nH]c(C)c1S(=O)(=O)N(CC(=O)N1CCc2ccccc21)c1ccc(C(C)C)cc1
#65 COc1cc(NC(=O)CSCC(=O)Nc2cccc(C(F)(F)F)c2)c(Cl)cc1Cl
Assay by compound	57	58	59	60	61	62	63	64	65
EphB4 ephrin blk	4	-4	-3	-8	-6	-3	-8	2	3
PLK1 inh	-5	1	5	-3	-7	-5	-9	-3	-7
PLK1 PBD inh	-8	14	-21	-6	-8	-4	2	3	16
S1P2 ag	-2	3	-1	-10	-5	-3	-3	-3	-2
FAK inh	-1	-1	6	1	1	4	-2	0	5
PLAP activator	1.2	1.9	1.2	1.2	0.9	1.5	0.9	1.8	1
MT1-MMP txn act	·	1.1	·	1.2	1.2	1.2	1	1.1	·
S1P2 antag	16	-40	9	4	-16	0	7	-80	9
Rev-RRE block	-1	-1	3	2	4	2	2	15	24

6 of the compounds above, tab-delimited:
No.	compound	EphB4 ephrin blk	PLK1 inh	PLK1 PBD inh	S1P2 ag	FAK inh	PLAP activator	MT1-MMP txn act	S1P2 antag	Rev-RRE block
65	COc1cc(NC(=O)CSCC(=O)Nc2cccc(C(F)(F)F)c2)c(Cl)cc1Cl	3	-7	16	-2	5	1	·	9	24
62	CCN(CC)C(=O)CSc1nc2c(sc(=S)n2CC)c(=O)n1-c1ccccc1	-3	-5	-4	-3	4	1.5	1.2	0	2
60	O=C(Nc1nc2ccccc2n1CCOc1ccccc1)c1ccco1	-8	-3	-6	-10	1	1.2	1.2	4	2
57	OC(CNc1ccccc1)COc1ccc(OCC(O)CNc2ccccc2)cc1 (stereo unspecified)	4	-5	-8	-2	-1	1.2	·	16	-1
58	CCOC(=O)c1cc(C)n(Cc2ccc(OCC)c(OC)c2)c1C	-4	1	14	3	-1	1.9	1.1	-40	-1
61	CN(Cc1cnn(C)c1)C(=O)c1cc2ccccc2oc1=O	-6	-7	-8	-5	1	0.9	1.2	-16	4
